Bioassay records from PubChem BioAssay.
aSyn yeast inh = inhibitors of alpha-synuclein toxicity in yeast; Yeast expressing alpha-synuclein, growth rescue, BacTiter-Glo, 24 h; Potency, µM (series often up to 46.1 µM), for the others: at the highest dose growth rescue (activation), hits mostly activators; 370,000 compounds, 0.14% hits; also: potency is read from the fitted curve at half-maximal effect; % of control where 0% means no effect; nearly all actives have a fitted effect of over 65% in size
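Galactose-induced alpha-syn yeast (OD600=0.02, raffinose-pregrown) + pinned cpd, 24 hr, 30 deg C; growth by BacTiter-Glo luminescence. Growth restoration scores as activation.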
PI5P4Ka inh = blocks human PI5P4K alpha kinase activity | 330,000 compounds, 1.2% hits | max response, % | AID 652105 | PI5P4Kalpha enzyme, ADP-Glo luminescence, 60 min; active compounds read low; active = max response of -50% or lower; inconclusive = between -30% and -50%; inactive = -30% or higher; also: value at the top dose of about 77 µM; % is scaled to controls: 0 for no effect and ±100 for the full control effect
Target sequence (P48426 whole entry, looked up): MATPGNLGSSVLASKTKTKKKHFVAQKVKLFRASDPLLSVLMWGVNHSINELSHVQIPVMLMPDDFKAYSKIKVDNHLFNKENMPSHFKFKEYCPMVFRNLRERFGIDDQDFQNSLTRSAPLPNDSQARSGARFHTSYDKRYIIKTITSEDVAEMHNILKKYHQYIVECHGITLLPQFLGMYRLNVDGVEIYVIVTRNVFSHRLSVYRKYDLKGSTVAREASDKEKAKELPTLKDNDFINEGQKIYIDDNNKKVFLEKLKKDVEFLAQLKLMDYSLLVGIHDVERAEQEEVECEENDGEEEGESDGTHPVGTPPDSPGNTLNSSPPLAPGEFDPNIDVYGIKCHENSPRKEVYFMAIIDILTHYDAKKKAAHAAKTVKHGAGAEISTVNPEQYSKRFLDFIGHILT
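PI5P4Kalpha ADP-Glo assay; 5 microM ATP final; 60 min RT reaction; HEPES pH 7.4/EGTA/CHAPS, 5% DMSO; controls lacking substrate or enzyme; luminescent end-point.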
FUS yeast rescue = suppressors of FUS proteinopathy in yeast. S. cerevisiae FUS-expressing, growth rescue, OD600, 24 h. Potency, µM (highest dose often 76.6 µM), for the others: top-dose growth rescue (activation), usual class: activators. 390,000 compounds, 0.24% hits;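 also: potency is read from the fitted curve at half-maximal effect; plate controls were DMSO vehicle for no effect and reference control for full effect; nearly all actives have a fitted effect of over 55% in size; some results filed as inactive show a strong effect at the top dose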
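Yeast FUS proteinopathy model; galactose-induced FUS (2%), starting OD 0.005. Cpds in dilution series, 24hr, 30C, 99% humidity. Abs 600 nm growth. Pos ctrl CP55940 (top 92uM final); neg ctrl DMSO.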
PLK1 PBD inh = blocks phosphopeptide binding to human PLK1 polo-box domain; P53350; Plk1 PBD binding of FITC phosphopeptide, fluorescence polarization; Potency, µM, inactives show max response, negative = inhibition, usual class: inhibitors; 360,000 compounds, 2.8% hits; AID 720504; also: potency is read from the fitted curve at half-maximal effect; series mostly up to about 57 µM; % is scaled to controls: 0 for no effect and ±100 for the full control effect; nearly all actives have a fitted effect of over 65% in size
Target sequence (P53350 whole entry, looked up, the tested form may be a part): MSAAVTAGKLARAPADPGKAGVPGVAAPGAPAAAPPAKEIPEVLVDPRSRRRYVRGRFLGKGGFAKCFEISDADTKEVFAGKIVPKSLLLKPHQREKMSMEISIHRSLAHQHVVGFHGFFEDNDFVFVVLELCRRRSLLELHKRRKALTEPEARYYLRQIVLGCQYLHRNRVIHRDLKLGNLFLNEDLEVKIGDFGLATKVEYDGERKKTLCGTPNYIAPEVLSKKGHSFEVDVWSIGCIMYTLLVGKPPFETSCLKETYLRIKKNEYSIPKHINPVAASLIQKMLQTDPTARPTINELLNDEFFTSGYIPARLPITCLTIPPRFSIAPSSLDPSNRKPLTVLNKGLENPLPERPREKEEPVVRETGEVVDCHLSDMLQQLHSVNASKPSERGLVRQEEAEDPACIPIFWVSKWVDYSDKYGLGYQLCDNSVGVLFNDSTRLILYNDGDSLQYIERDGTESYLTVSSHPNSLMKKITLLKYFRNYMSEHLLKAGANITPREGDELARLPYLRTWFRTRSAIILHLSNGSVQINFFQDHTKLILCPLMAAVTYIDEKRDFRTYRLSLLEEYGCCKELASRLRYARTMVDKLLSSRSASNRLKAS
IL2 activator = activators of IL-2. IL-2 activation reporter assay, cell-based qHTS; stimulated with anti-CD3/CD4/CD28 beads; in transgenic mouse T cells. AID 652025. activation, % (series mostly up to about 46 µM). 360,000 compounds, 0.065% hits; in the data active = activation above about 50%; inconclusive = mostly about 30% to 49%; also: 0% is about no effect
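Unstimulated transgenic mouse T cells; 60-min compound exposure; bead-based TCR/CD4/CD28 stimulation; 18 h culture, 37 degrees C; dual fluorescence (EGFP, DsRed) plate cytometry.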
Abeta yeast res = restores growth of yeast expressing A-beta42 peptide; yeast expressing A-beta42, growth rescue, OD600, 48 h; response scale: 0% DMSO, 100% iron-clioquinol control; Potency, µM (titrated, usually from 46.1 µM), without a hit: top-dose growth rescue, hits mostly activators; 410,000 compounds, 0.063% hits; also: potency is read from the fitted curve at half-maximal effect; nearly all actives have a fitted effect of over 55% in size
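Yeast growth medium received pinned compounds, then yeast cells expressing toxic A-beta were added; plates incubated at 30 C for 48 hr. Growth read as absorbance at 600 nm, normalized to DMSO and equimolar FeCl3 plus clioquinol controls.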
WRN helicase inh = inhibitors of human WRN helicase. WRN helicase unwinding, fluorescent forked duplex, kinetic. Potency, µM (highest dose often 114 µM), for the others: at the top dose activity change, negative = inhibition, hits mostly inhibitors. 360,000 compounds, 0.46% hits; also: potency is read from the fitted curve at half-maximal effect; % is scaled to controls: 0 for no effect and ±100 for the full control effect; nearly all actives have a fitted effect of over 55% in size
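Primary qHTS, 1536-well format. 20 nM WRN + compound, 15 min RT; start with 100 nM forked fluorophore/quencher duplex, 2 mM ATP (final); kinetic read ex 525/em 598 nm.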
EPAC1 antagonist = antagonists of human EPAC1 | EPAC1 GEF assay, Rap1b-BODIPY-GDP exchange fluorescence | Potency, µM (top dose mostly 115 µM), for the others: top-dose activity change, negative = inhibition, actives largely listed as inhibitors | O95398 | AID 720709 | 360,000 compounds, 0.14% hits;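 also: potency is read from the fitted curve at half-maximal effect; plate controls were vehicle for no effect and positive control for full effect; nearly all actives have a fitted effect of over 50% in size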
EPAC1 agonist = EPAC1 (human) agonism. EPAC1 agonist qHTS, biochemical assay; response scale: 100% = response to 6.5 mM cAMP. O95398. Potency, µM (series often up to 154 µM), for the others: at the highest dose activation, hits mostly activators. 360,000 compounds, 0.073% hits. AID 720707; also: potency is read from the fitted curve at half-maximal effect; nearly all actives have a fitted effect of over 60% in size
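Nucleotide exchange by EPAC1 (100 nM) on Rap1B–BODIPY-GDP (250 nM) in the presence of 50 uM GDP is tracked fluorescently at 480/540 nm over 30 min. Signals are normalized to a 6.5 mM cAMP control.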
An asterisk follows results filed as active; u = inconclusive; x = no result given; & = joins results of further samples; [ ] = another dose, or the depositor's remark. Unless noted, calls follow the shape of the dose curve; as a rule, active = well fitted curve in the direction sought with a large enough effect; inconclusive = small, poorly fitted or top-dose-only effect, or another doubt; inactive = no such curve, though single readings can be large; an effect the other way counts as inactive or inconclusive. Not all compounds are listed. The share of hits here may be higher or lower than overall.

Screens in order – aSyn yeast inh, PI5P4Ka inh, FUS yeast rescue, PLK1 PBD inh, IL2 activator, Abeta yeast res, WRN helicase inh, EPAC1 antagonist, EPAC1 agonist
> O=C(O)c1ccccc1SSc1ccccc1C(=O)O
    3%, -1, 4%, 12µM*, 1.2, 5%, -14%, 16%, 3%
> CCOC(=O)N1CCN(C(C)C(=O)c2c[nH]c3ccccc23)CC1 (configuration not stated)
    3%, 3, 24%, -4%, -2.0, -2%, 4%[57.1 µM], -2%, -3%
> Cc1cc(/C=C2\C(=O)NC(=O)N(c3ccc(Br)cc3)C2=O)c(C)n1C
    1%, -3, 15%, -2%, -0.8, 8%, 2%, 1%, -3%
> CCC(=NCCCn1ccnc1)c1c(O)n(-c2ccc(OC)cc2)c(=O)[nH]c1=O
    -5%, -7, 3%, -1%, 1.0, -4%, -2%, -6%, 5%
> CN1CCN(c2ccc([N+](=O)[O-])c(N)c2)CC1
    2%, -3, x, -2%, 5.5, 3%, 0%, -16%, 1%
> CC(C)CCOP(N)(=O)Oc1ccccc1 (configuration not stated)
    -1%, -2, 15%, -29%, -3.9, 0%, 6%, -3%, -6%
> Cc1ccc2c(c1)C(c1ccccc1)=NCC(=O)N2
    -1%, 2, -21%, 2%, 0.1, -2%, -3%, 2%, 6%
> CC(=O)Nc1cc(C(=O)N2CCC3(CC2)OCCO3)ccc1Sc1ccc(C)cc1
    0%, x, 26%, 5%&-6%, -0.7, -3%, 0%, 11%, 3%
> COCCNC(=O)c1ccc(N2CC3CC(C2)c2cccc(=O)n2C3)c([N+](=O)[O-])c1 (configuration not stated)
    -1%, 0, 12%, -14%, 0.2, 8%, 3%, 1%, -5%
> C#CC1(OC(=O)c2ccccc2)CC(C)N(C)CC1C (configuration not stated)
    -3%, 1, -17%, -3%, 1.0, -7%, 6%, 4%, -6%
> C[C@H](CO)N1C[C@H](C)[C@H](CN(C)S(=O)(=O)c2ccccc2)Oc2ccc(NC(=O)NC3CCCCC3)cc2CC1=O
    -6%, -5, 22µM*, -25%, -0.4, -5%, -4%, u, 7%
> Cn1c(O)c(C=NC2CCCCC2)c(=O)[nH]c1=S
    -7%, 0, 8%, -16%, -4.1, -11%, -6%, -13%, -12%
> COC(=O)C1=C(C)OC(N)=C(C#N)C12C(=O)Nc1ccccc12 (configuration not stated)
    -3%, 3, 1%, -3%, -2.7, -5%, -6%, 10%, -3%
> CC(C)(C)N1Cc2ccccc2C1=N
    -1%, 11, 8%, 1%, 0.9, u, -20%, 4%, 7%
> COC(=O)C1=C(c2ccc(Cl)c(C(F)(F)F)c2)C[C@@H]2CC[C@H]1N2C(=O)NCc1ccc2c(c1)OCO2
    -3%, 7, 2%, -12%, -2.6, -23%, -2%, -1%, -12%
> CN1C2CCC1C(C(=O)O)C(OC(=O)c1ccccc1)C2 (configuration not stated)
    -6%, 4, -35%, -5%, 2.8, -21%, 11%, -8%, -25%
> CN1C(=O)N(C)C(=O)C2(Cc3cc([N+](=O)[O-])ccc3N(C)C2)C1=O
    4%, -3, -17%, 7%, -1.1, -7%, 6%, 10%, -1%
> CN(C)CC1CSCCC1(O)c1ccccc1 (configuration not stated)
    -12%, 1, -5%, -10%, -3.1, -14%, 9%, 2%, -14%
> C[C@]12CC[C@H]3[C@@H](CC[C@]4(O)C[C@@H](O)CC[C@]34C=O)[C@@]1(O)CC[C@@H]2C1=CC(=O)OC1
    -1%, 3, -47%, -1%, 0.4, -17%, 5%, -14%, -14%
> Cn1cccc1CNCCc1ccccc1F
    -4%, x, 13%, -6%, -0.2, -19%, 3%, 6%, 4%
> C[N+]1(C)C2CCC1CC(OC(=O)c1ccco1)C2 (configuration not stated)
    u, 0, -38%, 0%, -0.7, -1%, -1%, -6%, 2%
> Cc1cc(OC(C)C(=O)NCc2cccnc2)c2c3c(c(=O)oc2c1)CCC3 (configuration not stated)
    7%, -5, -7%, u, 0.1, 5%, 6%, 3%, 10%
> Cc1ccsc1C(=O)C1CCCN(Cc2ccc(-n3cccn3)cc2)C1 (configuration not stated)
    -3%, 6, 24%, -16%, -3.7, 0%, 0%, -8%, -5%
> O=c1[nH]c(=O)n(CCc2ccc(F)cc2)c(O)c1C=NCCCn1ccnc1
    1%, 1, -8%, 7%, 1.0, 17%, 1%, 10%, 5%
> O=c1[nH]c(O)c(N=Nc2ccc([N+](=O)[O-])cc2)c(=O)[nH]1
    0%, 1, -16%, -4%, -0.4, -22%, -9%, u, -1%
> COC(=O)C1=C(c2cccc(C#N)c2)C[C@@H]2CC[C@H]1N2C(=O)NCc1ccc(F)cc1
    -5%, -1, -8%, -5%, 3.3, 4%, -2%, -15%, -4%
> CC(C)(C)n1c(O)c(C=Nc2ccc3c(c2)CCC3)c(=O)[nH]c1=O
    0%, 10, 0%, -22%, 0.1, -3%, 3%, 4%, -10%
> CN1Cc2cnnn2-c2ccccc2C1C#N (configuration not stated)
    -2%, 0, -28%, -7%, -0.3, 8%, -5%, -6%, -6%
> CC(C)N(CC#CCC1(O)c2ccccc2-c2ccccc21)C(C)C
    0%, 2, 22%, 4%, 1.3, -1%, -29%[57.1 µM], 26%, -4%
> CC[C@H]1c2ccccc2[C@@H]2CC[C@H]1N2c1ccccc1
    -5%, 2, -7%, -16%, -0.9, 14%, 0%, -9%, 5%
> Cc1ccc(CN2CC3CC(C2)c2cccc(=O)n2C3)cc1 (configuration not stated)
    2%, x, 16%, -8%, 0.3, 6%, -1%, 3%, 2%
> CC/C(=N\NC(=S)Nc1ccccc1)c1c(O)[nH]c(=O)[nH]c1=O
    -1%, 3, -17%, -1%, 0.9, -1%, 2%, 8%, 10%
> Cc1ccc(-n2c(=S)[nH]c3ccccc3c2=O)cc1C
    -3%, 2, 6%, 4%, -0.1, 1%, -12%, -15%, -15%
> N=C1c2ccccc2CN1NC(=O)c1ccc(Cl)cc1
    2%, x, -13%, -15%, -1.3, -25%, 20%, -3%, 16%
> CC(C)=CCN1CC[C@@]2(C)c3cc(O)ccc3CC1C2C (some centres not stated)
    -6%, 4, -35%, -10%, 0.4, -10%, 5%, -2%, -29%
> CCN1CCN(C(=O)COc2ccc(S(=O)(=O)N(C)Cc3ccccc3)cc2)CC1
    5%, x, 11%, -1%, -1.8, 8%, -7%, 4%, 1%
> C[C@]12CC[C@@H]3c4ccc(O)c(O)c4CC[C@H]3[C@@H]1CC[C@@H]2O
    -1%, -74*, -8%, u, 0.7, -9%, 0%, 6%, -21%
> Cn1c(C(=O)N2CCC3(CC2)OCCO3)cc2c(=O)n(C)c3ccccc3c21
    2%, x, 18%, -3%, 0.5, -13%, -11%, -3%, -4%
> CCCCn1c(O)c(C(CC)=Nc2cccc(C(=O)O)c2)c(=O)[nH]c1=O
    -42%[inhibitor], u, 8%, -2%, 0.8, -21%, 2%, 8%, -3%
> CN1CC=C(/C=C/c2ccc(-c3ccccc3)cc2)CC1
    7%, -7, 0%, -9%, -0.6, -57%[inhibitor], 8%, -19%, x
> CN1C(=O)/C(=C/c2ccc(Cl)s2)C(=O)NC1=S
    -53%[inhibitor], -80*, 33%, 1.5µM*, -0.1, -73%[inhibitor], 14µM*, -17%, -1%

Four entries drawn at random from the list so far, as already listed:
Screens in order – aSyn yeast inh, PI5P4Ka inh, FUS yeast rescue, PLK1 PBD inh, IL2 activator, Abeta yeast res, WRN helicase inh, EPAC1 antagonist, EPAC1 agonist
> CCCCn1c(O)c(C(CC)=Nc2cccc(C(=O)O)c2)c(=O)[nH]c1=O
    -42%[inhibitor], u, 8%, -2%, 0.8, -21%, 2%, 8%, -3%
> CN1C2CCC1C(C(=O)O)C(OC(=O)c1ccccc1)C2 (configuration not stated)
    -6%, 4, -35%, -5%, 2.8, -21%, 11%, -8%, -25%
> CC(C)CCOP(N)(=O)Oc1ccccc1 (configuration not stated)
    -1%, -2, 15%, -29%, -3.9, 0%, 6%, -3%, -6%
> Cc1cc(OC(C)C(=O)NCc2cccnc2)c2c3c(c(=O)oc2c1)CCC3 (configuration not stated)
    7%, -5, -7%, u, 0.1, 5%, 6%, 3%, 10%

Compounds from the list above that contain a COOH group:
Screens in order – aSyn yeast inh, PI5P4Ka inh, FUS yeast rescue, PLK1 PBD inh, IL2 activator, Abeta yeast res, WRN helicase inh, EPAC1 antagonist, EPAC1 agonist
> O=C(O)c1ccccc1SSc1ccccc1C(=O)O
    3%, -1, 4%, 12µM*, 1.2, 5%, -14%, 16%, 3%
> CN1C2CCC1C(C(=O)O)C(OC(=O)c1ccccc1)C2 (configuration not stated)
    -6%, 4, -35%, -5%, 2.8, -21%, 11%, -8%, -25%
> CCCCn1c(O)c(C(CC)=Nc2cccc(C(=O)O)c2)c(=O)[nH]c1=O
    -42%[inhibitor], u, 8%, -2%, 0.8, -21%, 2%, 8%, -3%
